# CHT inh: inhibitors of human choline transporter CHT | High affinity choline transporter 1 (Homo sapiens), Q9GZV3 | CHT-expressing cells, membrane potential dye, choline response; stronger effect = lower value | B-score at 10 µM | 310,000 tested, 0.86% active | AID 488975, 2010;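 active = B-score over 3 SD under the library average, and starting fluorescence ratio not unusually high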;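 note: choline stimulus applied at its EC90 after an EC20 pre-addition; B-score computed on integrated fluorescence ratio after choline addition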
# Target sequence (Q9GZV3 whole entry, looked up): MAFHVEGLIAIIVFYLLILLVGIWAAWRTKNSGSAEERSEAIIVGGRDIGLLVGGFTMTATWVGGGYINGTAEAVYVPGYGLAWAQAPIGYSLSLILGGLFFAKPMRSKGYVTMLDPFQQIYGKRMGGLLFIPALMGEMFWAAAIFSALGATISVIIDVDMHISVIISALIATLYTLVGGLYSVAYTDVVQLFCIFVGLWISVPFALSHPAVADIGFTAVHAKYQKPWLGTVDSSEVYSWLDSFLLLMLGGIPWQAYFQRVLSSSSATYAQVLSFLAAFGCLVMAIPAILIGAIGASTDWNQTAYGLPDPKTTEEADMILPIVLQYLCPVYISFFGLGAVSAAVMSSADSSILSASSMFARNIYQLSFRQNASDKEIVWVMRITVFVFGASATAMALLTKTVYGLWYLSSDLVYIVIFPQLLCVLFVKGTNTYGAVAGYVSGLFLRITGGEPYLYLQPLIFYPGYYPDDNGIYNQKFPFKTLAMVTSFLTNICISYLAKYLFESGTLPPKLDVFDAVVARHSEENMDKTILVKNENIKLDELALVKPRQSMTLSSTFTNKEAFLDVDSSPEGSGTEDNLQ
# CHT allo act: CHT positive allosteric modulators, primary screen, cell-based, membrane potential dye, choline EC20 | CHT-expressing cells; stronger effect = higher value; LV-AA mutant CHT in HEK293 cells | High affinity choline transporter 1 (Homo sapiens), Q9GZV3 | 310,000 tested, 0.49% active | B-score at 10 µM;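 active = initial fluorescence not abnormally high and integrated response B-score, plate-corrected, over 3 SD above library mean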
# Calls only; i = inactive.
SMILES,CHT inh,CHT allo act
CN(C)/C=C/C(=O)c1ccc(OCCN(C)c2ccccn2)cc1,i,i
Cc1ccccc1-n1c(C)nc2ccccc21,i,i
COc1ccc(C2CC(c3ccccc3)=NN2c2ccccc2)c(C(=O)O)c1OC (centres undefined),i,i
CSc1nc(=S)c2[nH]c(=S)[nH]c2[nH]1,i,i
CCC(C)(C)NC(=O)C(c1ccc(F)cc1)N(Cc1ccccc1)C(=O)c1cnccn1 (centres undefined),i,i
Cc1ccccc1NS(=O)(=O)c1cc(C(N)=O)ccc1C,i,i
CCC(=O)Nc1cccc(NC(=O)c2ccc(C)c([N+](=O)[O-])c2)c1,i,i
CCS(=O)(=O)N1CCC(C(=O)NCc2ccc(F)cc2Cl)CC1,i,i
COC(=O)CCN(c1ccccc1)S(=O)(=O)c1cc(-c2cc(C)no2)ccc1OC,i,i
CCCn1ncc2c(Nc3ccc(C)c(C)c3)ncnc21,i,i
COc1cccc(CC(=O)Nc2ccccc2C(=O)N2CCOCC2)c1,i,i
CCC(=O)N1CCN(c2ccccc2NC(=O)COc2cccc(C)c2C)CC1,i,i
Cc1cccc(CC2CC(=O)N(c3ccccc3)C2=O)c1 (centres undefined),i,i
CC(C)N1CCC(N2CCN(CC#Cc3ccccc3)CC2CCO)CC1 (centres undefined),i,i
COc1ccc(-c2c(NC(=O)c3ccco3)n(-c3ccccc3)nc(C)c2=O)cc1,i,i
c1ccc(-c2noc(-c3cccs3)n2)nc1,i,i
CC(C)CCOc1ccc(/C=N/N2C(=O)CSC2=S)cc1,i,i
Cc1ccc(C(=O)NC(=S)Nc2ccc(S(=O)(=O)N(C)c3ccccc3)cc2)cc1,i,i
O=C(CCn1nc(-c2ccccc2)ccc1=O)N1CCN(c2ccccn2)CC1,i,i
O=C(O)CSC(NC(=O)c1cccnc1)(C(F)(F)F)C(F)(F)F,i,i
Cc1ccccc1CC(=O)Nc1ccc2c(C)cc(=O)oc2c1,i,i
Cc1ccc(OC(C)C(=O)Nc2ccncc2)cc1C (centres undefined),i,i
COc1cccc(NC(=O)c2cccs2)c1,i,i
CCc1ncc(CN2CCC(C(=O)Nc3cccc(-c4cscn4)c3)CC2)cn1,i,i
CNC(=S)N1CCN(c2nc3ccccc3s2)CC1,i,i

# A portion from the list above:
SMILES,CHT inh,CHT allo act
CC(C)CCOc1ccc(/C=N/N2C(=O)CSC2=S)cc1,i,i
Cc1ccc(C(=O)NC(=S)Nc2ccc(S(=O)(=O)N(C)c3ccccc3)cc2)cc1,i,i
O=C(CCn1nc(-c2ccccc2)ccc1=O)N1CCN(c2ccccn2)CC1,i,i
O=C(O)CSC(NC(=O)c1cccnc1)(C(F)(F)F)C(F)(F)F,i,i

# Ordered by length of the SMILES (lowest first): part of the list above
SMILES,CHT inh,CHT allo act
CCC(=O)N1CCN(c2ccccc2NC(=O)COc2cccc(C)c2C)CC1,i,i
COc1ccc(C2CC(c3ccccc3)=NN2c2ccccc2)c(C(=O)O)c1OC (centres undefined),i,i
COC(=O)CCN(c1ccccc1)S(=O)(=O)c1cc(-c2cc(C)no2)ccc1OC,i,i

# Single records (already shown). Order of screens: CHT inh | CHT allo act
# Listed for CSc1nc(=S)c2[nH]c(=S)[nH]c2[nH]1 → i | i
# Listed for CCc1ncc(CN2CCC(C(=O)Nc3cccc(-c4cscn4)c3)CC2)cn1 → i | i
# Listed for CCCn1ncc2c(Nc3ccc(C)c(C)c3)ncnc21 → i | i

# Further results follow:
SMILES,CHT inh,CHT allo act
COc1cccc(CN(C)CC(=O)NC(=O)NCc2ccco2)c1,i,i
COc1ccc(Cl)cc1NS(=O)(=O)c1ccc(S(=O)(=O)N2CCCC2)cc1,i,i
Nc1ccc2c(c1)COc1ccccc1O2,i,i
COC(=O)N/N=C/c1cc(C)n(-c2ccc(F)cc2)c1C,i,i
C/C(=N\NC(=O)CSCc1ccccc1Br)c1cccc([N+](=O)[O-])c1,i,i
CCOC(=O)c1c(-c2ccc(C)s2)csc1N,i,i
O=C(CN1C(=O)/C(=C/c2ccccc2F)SC1=S)NC1C=CS(=O)(=O)C1 (centres undefined),i,i
CCC[C@H](CN[C@@H](CNC)[C@H](C)CC)NCCc1cc(C(F)(F)F)cc(C(F)(F)F)c1,i,i
O=S(=O)(O)c1cc2oc(-c3ccccc3)nc2c2ccccc12,i,i
O=C(c1nc(-c2ccccc2)n(-c2ccccc2)n1)N1CCCCCC1,i,i
O=C(Cc1ccc(Cl)c(Cl)c1)Nc1ccc(S(=O)(=O)Nc2ncccn2)cc1,i,i
CCCOc1ccc(C2C(=O)N(C3CCCCC3)CC(=O)N2CCCOCC)cc1OC (centres undefined),i,i
O=C(CSCC(=O)Nc1nccs1)Nc1ccccc1,i,i
COC(=O)c1ccc(NC(=O)CSC2=NCCN2)cc1,i,i
O=C(Nc1ccccn1)c1ccc2ccccc2c1O,i,i
Cc1ccc(C(=O)NC(=S)N2CCN(C(=O)OC(C)(C)C)CC2)cc1Br,i,i
[O-]/C(=C(\C(=S)NCc1ccc2c(c1)OCO2)[n+]1ccccc1)c1ccc(Cl)s1,i,i
Cc1ccc(OCC(=O)NC(=S)Nc2cccc(NC(=O)c3ccc(Cl)cc3Cl)c2)cc1,i,i
CCCn1ncc(CN2CCC(Cc3cccc(F)c3)(C(=O)OCC)CC2)c1C,i,i
CN(C)C(=O)CN1C(=O)c2cccc3cccc1c23,i,i
O=C(Cc1nnc(NC(=O)c2ccccc2)s1)N/N=C/c1ccco1,i,i
Cc1ccc(/C=N/Nc2ccc(C(=O)O)cc2)s1,i,i
Cc1ccc(OCCNC(=O)/C=C/c2ccccc2)cc1C,i,i
CCCNC(=O)c1ccccc1NC(=O)Nc1ccccc1C,i,i
Cc1nc(C(=O)NC2CCCCC2)sc1C1(C)CC(c2cccnc2)=NO1 (centres undefined),i,i

# Remaining list, next part.
SMILES,CHT inh,CHT allo act
C[N+]1(CCOS(=O)C23CC4CC(CC(C4)C2)C3)CCOCC1 (centres undefined),i,i
O=[N+]([O-])c1cccc(-c2cc3ccccc3[nH]2)c1,i,i
COc1ccc(-n2cccc2/C=C2/NC(=O)N(c3cccc(Cl)c3)C2=O)cc1,i,i
CC(=O)Nc1ccc(C)c(NC(=S)Nc2ccc(F)cc2)c1,i,i
COc1ccccc1C(=O)NC(C)C(c1cccs1)N1CCN(C)CC1 (centres undefined),i,i
O=C(N/N=C/c1cc(Br)c(Br)o1)c1cc2ccccc2o1,i,i
O=C(NOC(=O)c1cc(Br)ccc1Cl)c1cccs1,i,i
COc1cccc(OC)c1C(=O)OCC(=O)N(C)c1ccccc1,i,i
COc1ccc(NC(=O)CN2CCN(CC(=O)Nc3ccccc3Cl)CC2)c(OC)c1,i,i
COc1cc(/C=N\NC(=O)c2ccccc2F)ccc1Oc1ccc([N+](=O)[O-])cn1,i,i
CC(C)(C)C(=O)Nc1ccc(C(=O)N/N=C/c2ccccc2OC(=O)c2ccc(Cl)cc2Cl)cc1,i,i
S=C(NCc1ccco1)N1CCOCC1,i,i
C=CCN(CC=C)C(=O)c1cc(Cl)ccc1[N+](=O)[O-],i,i
CCNc1nc(N2CCCCC2)nc(-n2nnc(C(=O)OCC)c2C)n1,i,i
O=S(=O)(Nc1ccc(Br)cc1)c1cccc(NC(=S)NCCN2CCOCC2)c1,i,i
O=C(Nc1nccs1)c1ccc[nH]c1=O,i,i
O=C(CN(C(=O)c1csnn1)c1cccc(F)c1)NCc1ccc(F)cc1,i,i
CC(C)(C)C1CCC(C(=O)OCC(=O)Nc2ccc3[nH]c(=O)[nH]c3c2)CC1 (centres undefined),i,i
CN(CC(=O)NCCc1ccc(F)cc1)Cc1cccc(Cl)c1,i,i
CCc1c(-c2n[nH]c(=S)n2Cc2ccccc2)csc1C,i,i
CC1=NN(c2ccccc2)C(=O)/C1=C\c1cn(C)c2ccccc12,i,i
O=C(Nc1ccn(Cc2ccc(Cl)cc2)n1)c1ccccc1,i,i
COC(=O)c1oc2ccccc2c1NC(=O)c1ccccc1O,i,i
COCC(=O)Nc1ccc(F)cc1,i,i
CCOC(=O)C1CCCN(c2c(N3CCN(c4ccccn4)CC3)c(=O)c2=O)C1 (centres undefined),i,i

# Reformatted: entries from further up.
COc1ccc(NC(=O)CN2CCN(CC(=O)Nc3ccccc3Cl)CC2)c(OC)c1
  CHT inh: i	CHT allo act: i
COc1cc(/C=N\NC(=O)c2ccccc2F)ccc1Oc1ccc([N+](=O)[O-])cn1
  CHT inh: i	CHT allo act: i
CC(C)(C)C(=O)Nc1ccc(C(=O)N/N=C/c2ccccc2OC(=O)c2ccc(Cl)cc2Cl)cc1
  CHT inh: i	CHT allo act: i
S=C(NCc1ccco1)N1CCOCC1
  CHT inh: i	CHT allo act: i

# Further structures follow:
SMILES,CHT inh,CHT allo act
CC1COC2C(O1)N(S(C)(=O)=O)CCN2S(C)(=O)=O (centres undefined),i,i
O=C(O)CCSc1nc2ccccc2n1CCOc1ccccc1,i,i
O=S(=O)(Nc1nc2ccccc2s1)c1cnc(Cl)c(Br)c1,i,i
O=C(NCCc1ccc(Cl)cc1)c1ccc(=O)[nH]c1,i,i
O=C(Nc1ccc(S(=O)(=O)NCC2CCCO2)cc1)C1CC(=O)N(c2ccccc2)C1 (centres undefined),i,i
CN1CC(=O)N(CC(=O)NCCc2ccc(F)cc2)c2ccccc2C1=O,i,i
Cn1c(=O)c(C(=O)NCCc2ccccc2)c(O)c2ccccc21,i,i
COc1ccc(NC(=O)c2ccc3[nH]c(=O)c(=O)[nH]c3c2)c(OC)c1,i,i
COc1ccc(-n2c(SCC(=O)Nc3cc(C)on3)nc3c(c2=O)SCC3)cc1OC,i,i
O=C1CSC(c2cccnc2)N1C1CCCCC1 (centres undefined),i,i
NC(=O)C1=C[C@H](c2ccccc2)C[C@H](OCc2ccc(CO)cc2)O1,i,i
O=[N+]([O-])c1ccc(N2CCN(Cc3cccc([N+](=O)[O-])c3)CC2)cc1,i,i
COc1ccc(C2Nc3ccccc3C(=O)N2Cc2ccccc2)cc1Cn1nnc2ccccc21 (centres undefined),i,i
CC1Sc2ccc(S(=O)(=O)N3CCC(C(=O)NCc4ccc(Cl)cc4)CC3)cc2NC1=O (centres undefined),i,i
O=C(CC1CCCCC1)NCc1ccc(F)cc1,i,i
N/C(Cc1cccc2ccccc12)=N\OC(=O)c1ccc2c(c1)OCO2,i,i
COc1ccc(-c2cc(C(=O)Nc3cc(Cl)ccc3OC)no2)cc1,i,i
CCOc1ccc(N(CC(=O)N2CCOCC2)S(=O)(=O)c2ccc(Cl)cc2)cc1,i,i
CCOc1ccc(S(=O)(=O)N(C)c2ccc(OCC(=O)NCc3ccco3)cc2)cc1,i,i
CCc1cc2c(NC3CCCC3)ncnc2s1,i,i
CCOc1ccc(NC(=O)[C@@H](NC(=O)OCc2ccccc2)[C@@H](C)CC)cc1,i,i
CCC(C(=O)NC1CCCC1)N(C(=O)Cn1nnc(-c2ccc(OC)c(OC)c2)n1)c1cccc(O)c1 (centres undefined),i,i
CC(=O)N=c1c(C#N)cc2c(=O)n3cccc(C)c3nc2n1CCCOC(C)C,i,i
O=c1ccc2cc(S(=O)(=O)N3CCN(c4cc(Cl)ccc4Cl)CC3)ccc2o1,i,i
O=C(COC(=O)C1(c2ccc(F)cc2)CCCC1)N1CCOCC1,i,i

# (more compounds)
SMILES,CHT inh,CHT allo act
CCOC(=O)N1CCN(C(=O)CCCCCn2c(=S)[nH]c3cc4c(cc3c2=O)OCO4)CC1,i,i
c1ccc2[nH]c(CSc3nccs3)nc2c1,i,i
CC(Sc1nnc(NC2CCCCC2)s1)C(=O)N1CCOCC1 (centres undefined),i,i
C=CCN(CC=C)S(=O)(=O)c1ccc(NC(=S)NC(=O)c2ccco2)cc1,i,i
Cc1ccc(NC(=O)CSc2nnc(-c3ccncc3)s2)cc1,i,i
O=C(Nc1nc(-c2ccccc2)cs1)c1ccc(Br)o1,i,i
CCN(CC)S(=O)(=O)c1ccc(N(C)Cc2ccc(C(F)(F)F)cc2)nc1,i,i
CC1CC(C)CN(CC(=O)N2c3ccccc3CCc3ccccc32)C1 (centres undefined),i,i
Cc1cccc(-n2cc(-c3ccccc3)c3c(=O)[nH]cnc32)c1,i,i
O=C(CCC(=O)N1CCN(c2ccccn2)CC1)Nc1nnc(C2CCCCC2)s1,i,i
CSc1cccc(N2CC(C(=O)N(Cc3nnc(-c4ccccc4Cl)o3)C3CC3)CC2=O)c1 (centres undefined),i,i
COCCNC(=O)CN(C(=O)Cn1nnc2ccccc21)c1ccc(F)c(Cl)c1,i,i
CCOC(=O)C1=C(C)N=c2s/c(=C/c3ccc(OCC(=O)O)c(OC)c3)c(=O)n2C1c1ccc(Cl)cc1 (centres undefined),i,i
O=C1/C(=C\c2cccs2)N=C(c2cccs2)N1Nc1ccccc1,i,i
Cc1ccc(S(=O)(=O)Oc2ccccc2/C=N/NC(N)=S)cc1,i,i
O=C(NCCc1ccccn1)c1ccc(OC(F)F)cc1,i,i
O=C1OCCC1Sc1nnc(-c2ccc(F)cc2)n1Cc1ccccc1 (centres undefined),i,i
Cc1ccc(Cn2c(=O)c3ccccc3n3c(CCC(=O)O)nnc23)cc1,i,i
COC(=O)c1cc(S(=O)(=O)NCCCN2CCCC2=O)cn1C,i,i
Cc1ccc(OCC(=O)N2CCN(c3nnc(-c4ccccc4)c4ccccc34)CC2)cc1,i,i
CC(C)c1ccc(N(C(=O)C(F)(F)F)C(C(=O)NC2CCCCC2)c2ccncc2)cc1 (centres undefined),i,i
CCOc1ccc(C(=O)N2CCN=C2SC)cc1OCC,i,i
O=C1CCC([N+](=O)[O-])C(C2CC=CCC2)N1 (centres undefined),i,i
CCOc1ccc(C2N(c3ccc(OC)cc3)C(=O)C3CCCN32)cc1OC (centres undefined),i,i
Cc1cc(Nc2ccccc2)n2nc(C)c(-c3ccccc3)c2n1,i,i
COc1ccc(/C=N/N=C2/NC(=O)C(CC(=O)O)S2)cc1OS(=O)(=O)c1ccccc1 (centres undefined),i,i
Cc1ccc(OCC(=O)NNC(=S)NC(=O)C2CCCCC2)c(C)c1,i,i
O=C(Nc1cccc(S(=O)(=O)NC2=NCCCCC2)c1)C1COc2ccccc2O1 (centres undefined),i,i

# Compound activity: PubChem BioAssay, Johns Hopkins Ion Channel Center
